# From PubChem
# FBW7 act = FBW7 E3 ligase activators, primary screen, biochemical, AlphaScreen, human | normalized activity (activation), % at 26.1 µM | AID 1259310, 2017 | AlphaScreen FBW7–phospho-cyclin E peptide binding, activator screen | F-box/WD repeat-containing protein 7 (Homo sapiens), Q969H0 | actives 0.13% (n = 650,000); in the data active = normalized activity above about 1.9%;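 note: purified mutant Fbw7 with reduced substrate affinity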
# Target sequence (Q969H0 whole entry, looked up): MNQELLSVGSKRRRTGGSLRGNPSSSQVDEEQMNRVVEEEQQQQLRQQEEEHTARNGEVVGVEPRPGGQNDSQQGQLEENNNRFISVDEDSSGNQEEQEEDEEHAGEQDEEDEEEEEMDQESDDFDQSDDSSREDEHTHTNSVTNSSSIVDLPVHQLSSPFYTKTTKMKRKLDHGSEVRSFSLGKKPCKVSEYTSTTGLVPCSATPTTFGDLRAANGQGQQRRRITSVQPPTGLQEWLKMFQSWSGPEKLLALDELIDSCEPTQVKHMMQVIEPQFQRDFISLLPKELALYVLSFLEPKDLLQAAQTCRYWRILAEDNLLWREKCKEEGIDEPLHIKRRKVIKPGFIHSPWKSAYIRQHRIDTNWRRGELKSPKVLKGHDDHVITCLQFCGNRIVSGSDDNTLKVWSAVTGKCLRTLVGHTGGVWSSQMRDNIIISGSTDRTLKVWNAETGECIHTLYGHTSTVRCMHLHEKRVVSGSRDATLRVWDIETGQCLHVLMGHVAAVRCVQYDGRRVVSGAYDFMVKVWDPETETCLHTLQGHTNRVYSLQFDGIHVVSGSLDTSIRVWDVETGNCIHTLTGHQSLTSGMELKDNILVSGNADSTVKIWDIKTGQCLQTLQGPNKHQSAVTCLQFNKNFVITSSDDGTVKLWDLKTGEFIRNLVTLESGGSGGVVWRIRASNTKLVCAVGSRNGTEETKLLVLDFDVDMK
# MITF primary = MITF inhibitors, primary screen, biochemical, AlphaScreen, human; inhibition, % at 2.6 µM; AlphaScreen MITF homodimerization, bead proximity signal; actives 0.91% (n = 650,000); in the data active = inhibition above about 50%;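 note: 0% = vehicle wells with protein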
# GPR151 ag = activators of human GPR151, primary screen, cell-based, PathHunter beta-arrestin, luminescence; G-protein coupled receptor 151 (Homo sapiens), Q8TDV0; PathHunter beta-arrestin GPR151 cells; activation, % at 11.2 µM; actives 1% (n = 650,000); in the data active = activation above about 4.9%;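 note: 0% = median of compound wells and 100% = cells with positive control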
# Target sequence (Q8TDV0 whole entry, looked up): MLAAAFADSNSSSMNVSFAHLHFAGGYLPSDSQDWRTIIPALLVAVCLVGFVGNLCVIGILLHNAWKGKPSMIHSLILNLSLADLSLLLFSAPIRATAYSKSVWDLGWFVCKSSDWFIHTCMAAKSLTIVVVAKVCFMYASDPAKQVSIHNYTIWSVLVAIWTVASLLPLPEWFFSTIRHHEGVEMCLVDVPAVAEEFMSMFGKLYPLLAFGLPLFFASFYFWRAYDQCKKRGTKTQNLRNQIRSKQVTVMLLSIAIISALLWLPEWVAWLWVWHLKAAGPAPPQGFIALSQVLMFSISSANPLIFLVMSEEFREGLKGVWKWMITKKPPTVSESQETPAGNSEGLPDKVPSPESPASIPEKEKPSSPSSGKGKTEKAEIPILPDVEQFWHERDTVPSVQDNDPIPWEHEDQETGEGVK
# TEAD-YAP block = TEAD-YAP interaction inhibition, primary screen, TEAD-YAP interaction inhibitor project, luminescence, HEK-TIYL cells; inhibition, % at 9.12 µM; TEAD-Gal4/YAP UAS-luciferase luminescence; actives 1.4% (n = 640,000); in the data active = inhibition above about 32%;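 note: 0% = median of test compound wells and 100% = reference inhibitor wells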
# Numbers without * were called inactive.
# Each structure is followed by: FBW7 act, MITF primary, GPR151 ag, TEAD-YAP block
- NC(=O)C1CCN(Cc2cc(-c3ccnc4cc(Cl)ccc34)ccc2O)CC1
    0.0, -1, -0.9, 0
- CCn1c2ccccc2c2cc(/C=N/O)ccc21
    0.7, 14, 0.0, 12
- COc1ccc(-n2cnc3cc(C(=O)NC4CCCCCC4)ccc32)cc1
    0.0, 25, 0.4, 3
- N#Cc1cnc2cc(-c3ccc(Cl)cc3)nn2c1N
    -0.2, -14, -0.8, -9
- O=c1c(-c2ccco2)[n+]([O-])c2ccccc2n1O
    -0.4, 21, 1.6, 0
- COc1ccc(C(=O)CC(=O)c2ccccc2)cc1
    0.0, -13, 0.3, -53
- COc1ccccc1NC(=O)c1ccc(SCC(=O)NC(c2ccccc2)c2ccccc2)c([N+](=O)[O-])c1
    0.1, 3, 0.7, 1
- O=C(NCc1ccc2c(c1)OCO2)C1CCN(C(=O)c2sccc2-n2cccc2)CC1
    0.3, 12, -0.9, -2
- O=C(Nc1cccc(I)c1)C(=O)c1c(O)[nH]c2ccccc12
    0.0, 0, -0.7, -1
- CCOc1ccc(S(=O)(=O)Nc2c(Cl)cccc2C(F)(F)F)c2cccnc12
    0.0, 19, 0.7, -5
- COc1ccc(CCNC(=O)c2csc(Nc3ccc(-n4ccnc4)cc3)n2)cc1
    -0.1, 3, 6.0*, 58*
- CC(C)(C)C(=O)Nc1cc(NC(=O)C(C)(C)C)cc(C(=O)NN2C(=O)c3ccccc3C2=O)c1
    0.1, 4, 0.9, 10
- CCOC(=O)CSc1ncnc2c1cnn2-c1cccc(Cl)c1
    -0.2, 1, -0.2, 2
- COc1ccc(-c2n[nH]c(=O)c3ccccc23)cc1
    0.0, 8, 0.7, 12
- COC(=O)C(C)N1C(=O)S/C(=C/c2ccc(N3CCCCC3)cc2)C1=O (configuration not stated)
    0.3, -5, -1.3, -19
- CCCCCc1nc2cc3nc(CCCCC)oc3cc2o1
    0.0, -4, 0.2, -1
- Cc1c(CNCCC(C)C)c(C(=O)O)c(C)n1Cc1ccc(F)cc1
    0.2, 7, -1.3, 2
- COc1ccccc1/C=C/C1Nc2ccccc2C(=O)N1c1ccccc1C (configuration not stated)
    -0.1, -2, -0.6, -6
- Cc1ccccc1/C=C/C1=NCCN1
    -0.1, 9, 0.3, -1
- O=C(O)c1ccc(-n2c(-c3ccccc3)nc3ccccc3c2=O)cc1
    -0.1, -4, 0.1, 5

# An excerpt from further up, for reference:
# Each structure is followed by: FBW7 act, MITF primary, GPR151 ag, TEAD-YAP block
- NC(=O)C1CCN(Cc2cc(-c3ccnc4cc(Cl)ccc34)ccc2O)CC1
    0.0, -1, -0.9, 0
- CCn1c2ccccc2c2cc(/C=N/O)ccc21
    0.7, 14, 0.0, 12
- COc1ccc(-n2cnc3cc(C(=O)NC4CCCCCC4)ccc32)cc1
    0.0, 25, 0.4, 3
- N#Cc1cnc2cc(-c3ccc(Cl)cc3)nn2c1N
    -0.2, -14, -0.8, -9

# Looked up one by one from above (six):
# Each structure is followed by: FBW7 act, MITF primary, GPR151 ag, TEAD-YAP block
- N#Cc1cnc2cc(-c3ccc(Cl)cc3)nn2c1N
    -0.2, -14, -0.8, -9
- Cc1ccccc1/C=C/C1=NCCN1
    -0.1, 9, 0.3, -1
- O=C(NCc1ccc2c(c1)OCO2)C1CCN(C(=O)c2sccc2-n2cccc2)CC1
    0.3, 12, -0.9, -2
- COc1ccc(C(=O)CC(=O)c2ccccc2)cc1
    0.0, -13, 0.3, -53
- CCOC(=O)CSc1ncnc2c1cnn2-c1cccc(Cl)c1
    -0.2, 1, -0.2, 2
- O=C(O)c1ccc(-n2c(-c3ccccc3)nc3ccccc3c2=O)cc1
    -0.1, -4, 0.1, 5

# More compounds follow:
# Each structure is followed by: FBW7 act, MITF primary, GPR151 ag, TEAD-YAP block
- COc1cc(/C=C2/NC(=O)N(Cc3ccc(F)cc3)C2=O)cc([N+](=O)[O-])c1O
    -0.1, -18, -1.7, 2
- COc1cccc(NC(=O)c2sc3ncnc(N(C)c4ccccc4)c3c2C)c1
    0.6, 15, 1.4, 11
- CC1CCC2(CC1)NC(=O)N(CC(=O)NC(=O)NCc1ccccc1)C2=O (configuration not stated)
    0.1, 17, 5.5*, 1
- CC(C)C[C@@H]1NC(=O)[C@@H]2C[C@H](NCc3cc4ccccc4s3)CN2C1=O
    0.2, 11, 0.9, 5
- O=C(N/C(=C\c1ccco1)C(=O)N1CCOCC1)c1ccc(Br)o1
    -0.1, -5, 0.1, 3
- CN(C)c1ccc(C2/C(=C(/O)c3ccccc3)C(=O)C(=O)N2c2ccccc2)cc1 (configuration not stated)
    0.0, 6, -1.6, 0
- CC(=O)c1ccc(NC(=O)CSc2ccc(-c3sc(C)nc3C)nn2)cc1
    0.9, 13, 1.6, 5
- O=C(c1ccccc1)c1conc1C(=O)c1ccc(Br)cc1
    0.0, 4, 3.0, 4
- COc1ccc(-c2ccc3c(c2)CC(CNC(=O)c2ccc4c(c2)OCCO4)O3)nn1 (configuration not stated)
    0.3, 13, -0.9, -28
- CCC(NS(=O)(=O)c1cccc2nsnc12)C12CC3CC(CC(C3)C1)C2 (configuration not stated)
    -0.2, 10, 0.7, 7
- Cc1cc(/C=N/NC(=O)CC2(C)OCCO2)c(C)n1-c1cc(Cl)cc(Cl)c1
    0.1, 11, 1.4, -6
- Cc1ccc(C(=O)NCc2ccccc2)c(Cl)c1
    -0.1, 2, 0.8, -19
- COC(=O)c1c(C)[nH]c(O)c1/C=C1\C(=O)C=Cc2ccccc21
    -0.1, 22, -1.0, -4
- CCOc1ccc(N=C2S/C(=C\c3cc(C)n(-c4ccc(N(C)C)cc4)c3C)C(=O)N2CC)cc1
    0.5, 18, -0.3, 5
- CCN(CC)c1ccc2cc(-c3nc(-c4ccc(Br)cc4)cs3)c(=Nc3ccc(OC)cc3)oc2c1
    -0.1, -5, 1.4, -6
- CCc1nn(CC(=O)NCC2CCCN2CC)c(=O)c2cc3sc(C)cc3n12 (configuration not stated)
    0.0, 2, 1.9, 10
- COc1ccc(C2(CNC(=O)c3cccc([N+](=O)[O-])c3)CCOCC2)cc1
    0.0, 11, 0.0, 11
- Cc1cccc(OCCOc2ccc(/C=C3/C(=N)N4N=C(CC(C)C)SC4=NC3=O)cc2)c1
    -0.1, -2, 0.2, -15
- N#Cc1ccc(/C=N/NC(=O)CSc2nc3ccccc3o2)cc1
    -0.3, -5, 2.8, -8
- CCCCNC(=O)CSc1nc2ccccc2[nH]1
    0.1, 16, 0.1, -2
- CC(=O)c1ccc(NC(=O)CCc2c(C)nc3cc(-c4ccccc4)nn3c2C)cc1
    0.2, 13, -0.4, 9
- Cc1cc(C)n2nc(CNS(=O)(=O)c3ccc(Br)cc3)nc2n1
    -0.2, -3, 0.4, -3
- CC(=O)Nc1cccc(Oc2ccc3c(c2)C(=O)N(c2cc(C)ccc2C)C3=O)c1
    0.3, -2, -0.3, 3
- CN(C)c1ccc(C2C3C(=O)N(c4ccccc4)C(=O)C3ON2c2ccccc2)cc1 (configuration not stated)
    0.5, -3, 1.0, -50
- NS(=O)(=O)c1ccc(CCNCc2c(Cl)cccc2Cl)cc1
    0.2, 15, 1.1, 0
- O=C(COc1ccc2c(c1)C(=O)CC2)NCc1ccccn1
    -0.5, -2, 1.3, 7
- Cc1ccnc(NS(=O)(=O)c2ccc(NC(=O)c3cc4ccccc4oc3=O)cc2)n1
    0.2, 4, -0.7, 9
- O=C(CCn1c(=O)c2cccn2c2cccnc21)NC1CCN(Cc2ccccc2)CC1
    0.4, 10, -1.5, -1
- COc1cc2ccccc2cc1C(=O)Nc1ccc2c(c1)C(=O)N(C)C2=O
    -0.1, -12, -1.1, -14
- CCN1C(=O)c2cccc3c(S(=O)(=O)N(CC)c4ccccc4)ccc1c23
    0.2, 2, 0.6, -8
- COc1ccccc1C1(NC(=O)c2n[nH]c3c2CCC3)CCCC1
    0.0, -3, 2.0, 4
- CCOC(=O)NC(=O)COC(=O)c1ccc(N2CCCC2=O)cc1
    0.2, -5, 2.4, 2
- CN(C)c1cc(C(=O)N(C)c2ccc(C(C)(C)C)cc2)nc(N(C)C)n1
    0.0, -10, 0.0, 4
- Cc1c(Cl)c(Cl)nc(Cl)c1C(N)=O
    -0.1, -5, 0.4, -6
- O=S(=O)(Nc1ccc(S(=O)(=O)N2CCCCC2)cc1)c1cc(Cl)ccc1Cl
    -0.1, 13, -0.8, 9
- CCn1c(=N)c(C(=O)NCCOC)cc2c(=O)n3cccc(C)c3nc21
    0.0, 8, -1.0, 14
- O=C(Nc1ccc(Br)cc1)C1C2C=CC3(O2)C1C(=O)N(C1CC1)C3C(=O)NC1CCCCC1 (configuration not stated)
    0.1, 2, 0.3, 5
- Cc1ccc(C(=O)O/N=C(\N)c2ccc(Cn3cc(C(F)(F)F)ccc3=O)cc2)cc1
    0.1, 13, 3.6, 11
- O=C(CCC(=O)OCC(=O)c1ccccc1)Nc1cccc(Cl)c1Cl
    -0.2, 1, -1.6, -7
- Cc1ccccc1-c1ccc2cccc(C)c2n1
    -0.1, -6, 0.1, -2
- Cc1ccc(CNC(=O)[C@@H]2C[C@H](n3cnnn3)CN2Cc2ccc(Cl)cc2)cc1
    0.0, -7, -0.2, -6
- CN(Cn1c(=O)oc2ccccc21)C1CCCCC1
    0.2, 5, 1.1, -5
- CSc1ncc(C(=O)O)n1-c1ccc(F)cc1
    0.1, 3, 4.6, 5
- Cc1cc2c(SCC(=O)Nc3ccc(F)cc3)ncnc2s1
    -0.1, -5, -0.1, -2
- CC(=O)N1CCOc2cc(S(=O)(=O)N3CC(C)Sc4ccccc43)ccc21 (configuration not stated)
    -0.2, -14, 0.9, 4
- COc1ccc(C2=NOC(C(=O)NC3CCCCC3)C2)cc1OC (configuration not stated)
    0.1, 4, 0.9, -7
- CCOC(=O)N1CCN(C(=O)CN(Cc2ccccc2Cl)S(=O)(=O)c2ccc(Cl)cc2)CC1
    0.0, -8, 1.8, 1
- Cc1ccc(S(=O)(=O)N2CCCCC2)c(C)c1NS(C)(=O)=O
    0.2, -27, 1.9, 4
- CCCCn1c(CNC(=O)Cc2ccc(OC)cc2)nnc1SCC(=O)Nc1sc2c(c1C(=O)OCC)CCC2
    0.7, -2, -1.8, 3
- Cc1nn(C)c(C)c1-c1nc(NCCN2CCOCC2)c2ncn(C(C)C)c2n1
    0.0, -2, -1.6, -1
- Cc1ccc(CNS(=O)(=O)c2ccc(F)c(C(=O)Nc3cc(C)ccc3C)c2)cc1
    -0.3, -5, -0.3, -5
- Cn1c(=O)oc2cc(S(=O)(=O)N3CC(=O)N(CCc4ccccc4)C(=O)C3)ccc21
    -0.2, -10, -0.7, -5
- O=C(c1cccnc1)N1CCOc2ccc(C3=CCCCC3)cc2C1
    -0.1, -15, 2.6, -33
- CCN(CC)CCNC(=O)Cn1c(=O)sc2ccccc21
    0.1, 2, -0.2, 7
- Oc1ccc(CCNc2nc(Nc3ccc(C(F)(F)F)cc3)nc3c2ncn3-c2ccccc2)cc1
    0.1, 20, -0.5, 12
- CC(=O)N1CN(C2CC(C)(C)NC(C)(C)C2)Cc2c1sc1c2CCCC1
    0.0, -10, 2.7, -7
- NS(=O)(=O)c1ccc(CNC(=S)NC(=O)c2ccco2)cc1
    -0.2, -6, -0.2, -9
- N#Cc1ccccc1NC(=O)c1ccc(Cl)s1
    0.0, -11, 0.4, -45
- COCCNc1nc2ccc(C)cn2c(=O)c1/C=C1\SC(=S)N(CCOC)C1=O
    -0.1, 7, -1.1, 0
- CSCCC(C(=O)N1CCOCC1)N1C(=O)C2C3c4ccccc4C(c4ccccc43)C2C1=O (configuration not stated)
    0.0, 3, -0.7, 2

# More results:
# Each structure is followed by: FBW7 act, MITF primary, GPR151 ag, TEAD-YAP block
- Cc1c(C(=O)Nc2ccccc2C(=O)O)cccc1[N+](=O)[O-]
    0.0, -9, 0.4, 7
- CCOC(=O)C1=C(CN2CCC(N3CCCCC3)CC2)NC(=O)NC1c1cccs1 (configuration not stated)
    0.0, 5, -0.2, -6
- CC(=O)c1sc2nc(CSc3nnc(Nc4ccccc4)s3)[nH]c(=O)c2c1C
    1.2, 7, -1.3, -6
- Cc1ccc(-n2c(C)cc(C(=O)COC(=O)c3ccc(CO)cc3)c2C)cc1
    0.1, 18, -0.6, 6
- COc1ccccc1C(c1c(C)[nH][nH]c1=O)C(C#N)C#N (configuration not stated)
    0.0, 3, 1.8, -4
- CCOc1ccc2ccccc2c1C(=O)Nc1ccc2c(c1)CN(C(=O)c1ccco1)CC2
    -0.2, 2, -0.8, -13
- O=[N+]([O-])c1ccccc1CN1CCN(S(=O)(=O)c2ccc3ccccc3c2)CC1
    -0.4, 50, -0.1, 1
- O=C(CC1C(=O)N(c2ccc(Cl)cc2)C(=S)N1CCCN1CCN(c2cccc(Cl)c2)CC1)Nc1ccc(Cl)cc1 (configuration not stated)
    0.0, -2, 1.8, -5
- COc1ccccc1C(=O)Nc1nc(-c2ccc(Oc3ccccc3)cc2)cs1
    -0.1, -4, 1.6, -6
- CCCCOc1ccc(C(CC(N)=O)C(=O)O)cc1 (configuration not stated)
    0.0, -1, 2.1, 0
- O=C(NCCN1CCOC(c2ccccc2)C1)c1ccco1 (configuration not stated)
    0.9, 16, 0.0, 15
- COc1cc(/C=N/N2C(=O)c3ccccc3C2=O)cc(OC)c1OC
    0.1, 13, -0.9, -11
- CC(=O)NCc1ccc(C(=O)COc2ccc(F)cc2Br)o1
    0.1, 9, -0.2, -3
- CS(=O)(=O)N1CCc2nc(-c3ccccc3)nc(N3CCCCC3)c2C1
    -0.1, -2, -1.2, -2
